mIDH1 inhibitor: human IDH1 R132H inhibition | IDH1-R132H enzyme, NADPH consumption, diaphorase/resazurin fluorescence | AID 602179 | hit rate 0.093% among 390,000 | Potency, µM (highest dose often 76.6 µM), for inactives: at the highest dose activity change, negative = inhibition, usual class: inhibitors; also: potency is read from the fitted curve at half-maximal effect; % is scaled to controls: 0 for no effect and ±100 for the full control effect; nearly all actives have a fitted effect of over 65% in size
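IDH1-R132H (0.5 ug/mL dispensed) in pH 7.5 Tris buffer was preincubated 30 min with compound, then given a substrate mix of 0.016 mM NADPH and 2 mM alpha-KG for 80 min at room temperature; remaining NADPH was read by diaphorase/resazurin fluorescence.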
HP1b chromo inh: blocks HP1-beta chromodomain binding to methylated histone tails. P83916. AlphaScreen HP1-beta / biotin-H3K9me3 peptide binding. Potency, µM (series often up to 114 µM), for the others: at the top dose activity change, negative = inhibition, hits mostly inhibitors. hit rate 0.56% among 390,000; also: potency is read from the fitted curve at half-maximal effect; nearly all actives have a fitted effect of over 70% in size; inactives centre near 23
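HP1-beta protein (50 nM final) preincubated 30 min at room temperature with biotinylated H3(1-18)K9me3 peptide (50 nM) in PBS pH 7.4, 0.01% Tween-20, then compound added for 30 min. AlphaScreen streptavidin donor/nickel chelate acceptor beads (10 ug/mL final), 30 min dark, luminescence read.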
Pin1 inh: blocks the human prolyl isomerase Pin1; Q13526; Pin1 FP peptide displacement, HiFluor488, 10 min; Potency, µM (top dose mostly 115 µM), for the others: top-dose activity, negative = inhibition, actives largely listed as inhibitors; hit rate 0.009% among 390,000; AID 504891; active = well fitted inhibition curve with a large enough effect in the polarisation, with a control signal flat, not every such curve was filed as active; inconclusive = small, poorly fitted or top-dose-only effect, or effect the other way, or a change in a side signal; inactive = no such curve, though single readings can be large or run the other way; the % refers to the polarisation; also: potency is read from the fitted curve at half-maximal effect; % is scaled to controls: 0 for no effect and ±100 for the full control effect
TrxR1 substrate: substrates of rat thioredoxin reductase 1; purified TrxR1 substrate turnover, NADPH consumption readout; Potency, µM (titrated, usually from 114 µM), without a hit: at the highest dose activity change, negative = substrate turnover; hit rate 0.01% among 390,000; AID 588456; also: potency is read from the fitted curve at half-maximal effect; % is scaled to controls: 0 for no effect and ±100 for the full control effect; nearly all actives have a fitted effect of over 50% in size
Target sequence (O89049 whole entry, looked up): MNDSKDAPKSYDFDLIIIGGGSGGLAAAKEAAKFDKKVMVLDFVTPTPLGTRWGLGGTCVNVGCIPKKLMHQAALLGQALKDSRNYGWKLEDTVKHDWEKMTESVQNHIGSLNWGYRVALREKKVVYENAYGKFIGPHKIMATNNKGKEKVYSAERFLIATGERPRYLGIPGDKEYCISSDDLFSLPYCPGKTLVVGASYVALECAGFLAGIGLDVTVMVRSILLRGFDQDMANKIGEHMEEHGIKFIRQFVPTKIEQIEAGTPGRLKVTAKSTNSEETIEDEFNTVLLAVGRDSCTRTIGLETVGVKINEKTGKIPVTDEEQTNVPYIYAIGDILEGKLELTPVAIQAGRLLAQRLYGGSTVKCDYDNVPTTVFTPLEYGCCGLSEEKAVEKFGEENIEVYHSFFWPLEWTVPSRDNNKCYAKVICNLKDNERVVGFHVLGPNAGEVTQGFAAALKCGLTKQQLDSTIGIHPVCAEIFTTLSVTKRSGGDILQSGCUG
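Rat TrxR1, dispensed at 90 nM, was prereduced with 400 uM NADPH (final) for 5 min at ~22 deg C, then incubated with compound 15 min before 400 uM selenite. A first-read NADPH fluorescence drop versus no-compound background flagged substrates.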
rTrxR1 inhibitor: rat TrxR1 inhibition; O89049; recombinant rTrxR1, NADPH fluorescence consumption, selenite substrate; Potency, µM (top dose mostly 114 µM), inactives show top-dose activity change, negative = inhibition, hits mostly inhibitors; hit rate 1% among 390,000; AID 588453; also: potency is read from the fitted curve at half-maximal effect; % is scaled to controls: 0 for no effect and ±100 for the full control effect; nearly all actives have a fitted effect of over 65% in size
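Rat TrxR1 (90 nM in the dispensed reagent) was pre-reduced with 400 uM NADPH for 5 min at room temperature, then incubated with compound for 15 min. After 400 uM selenite was added, NADPH fluorescence (Ex 340/Em 450 nm) was followed for 8 min.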
PGK inhibitor: blocks T. brucei phosphoglycerate kinase; P07378; PGK/GAPDH coupled, Kinase-Glo luminescence, 60 min; Potency, µM (top dose mostly 57.5 µM), for inactives: top-dose activity change, negative = inhibition, hits mostly inhibitors; hit rate 0.043% among 380,000; AID 602233; also: potency is read from the fitted curve at half-maximal effect; % is scaled to controls: 0 for no effect and ±100 for the full control effect; nearly all actives have a fitted effect of over 60% in size
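Luminescent ATP detection (Kinase-Glo Plus) follows a 60-minute room-temperature incubation, with wells lacking PGK as controls. Buffer: 100 mM TEA (pH 7.6), 5 mM MgCl2, 0.01% Tween-20. Coupling enzyme GAPDH (100 nM final) supplies unstable 1,3-BPG in-well.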
PI4K2A block: PI4K2A (human) kinase inhibition. Q9BTU6. hit rate 0.13% among 420,000. AID 1346378. purified PI4K2A, ADP-Glo luminescence, 1 h; active compounds read low. activity change, negative = inhibition, % at 76.9 µM; in the data active = activity change below about -50%; inconclusive = mostly about -30% to -49%;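 also: -100% = wells without enzyme as full effect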
Target sequence (Q9BTU6 whole entry, looked up): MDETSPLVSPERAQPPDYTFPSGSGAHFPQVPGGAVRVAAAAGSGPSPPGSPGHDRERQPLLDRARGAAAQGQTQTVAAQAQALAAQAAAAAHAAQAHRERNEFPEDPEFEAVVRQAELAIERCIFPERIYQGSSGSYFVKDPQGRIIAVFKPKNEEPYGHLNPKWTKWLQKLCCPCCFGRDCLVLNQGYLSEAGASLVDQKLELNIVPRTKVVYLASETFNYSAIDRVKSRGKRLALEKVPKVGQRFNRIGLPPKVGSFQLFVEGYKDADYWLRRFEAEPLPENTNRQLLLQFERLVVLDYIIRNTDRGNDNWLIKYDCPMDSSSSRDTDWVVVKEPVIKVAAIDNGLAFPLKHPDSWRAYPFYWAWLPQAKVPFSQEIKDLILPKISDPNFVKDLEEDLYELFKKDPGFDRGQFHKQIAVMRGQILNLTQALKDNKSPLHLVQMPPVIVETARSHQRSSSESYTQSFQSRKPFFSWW
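ADP-Glo luminescence measured ADP generated by PI4K2A enzyme (4 ug/mL before mixing) with 1.2 mM PI substrate (pre-mix) and 300 microM ATP (pre-mix). Tris pH7.5 buffer with MgCl2, Triton X-100; 1 h reaction at ambient temperature.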
USP1-UAF1 inh: blocks the human USP1/UAF1 deubiquitinase complex; O94782; recombinant USP1/UAF1, Ub-Rhodamine cleavage fluorescence; Potency, µM (series often up to 57.1 µM), without a hit: top-dose activity change, negative = inhibition, most hits filed as inhibitors; hit rate 0.23% among 390,000; AID 743255; also: potency is read from the fitted curve at half-maximal effect; % is scaled to controls: 0 for no effect and ±100 for the full control effect; nearly all actives have a fitted effect of over 60% in size; inactives centre near -12
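1 nM enzyme complex + cpd, 15 min RT; start with Ub-Rho 150nM final; kinetic fluorescence ex 480/em 540, 6 reads q60 s. Buffer 50mM HEPES pH 7.8, 0.5mM EDTA, 0.1 mg/ml BSA, 1mM TCEP, 0.01% Tween-20.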
GLS inh: inhibitors of human glutaminase (GLS); O94925; GLS enzymatic activity, qHTS titration; Potency, µM (series often up to 45.5 µM), for the others: at the top dose activity change, negative = inhibition, hits mostly inhibitors; hit rate 0.21% among 410,000; AID 624170; also: potency is read from the fitted curve at half-maximal effect; % is scaled to controls: 0 for no effect and ±100 for the full control effect
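Read-out is an Amplex red fluorescence increase coupled through glutamate oxidase and HRP, measured before and after 30 min room-temperature incubation. hKGA is in 45 mM KH2PO4 (pH 8.2) with 0.02% Tween-20; glutamine added as 1mM solution.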
Starred values were filed as active, the others as inactive; i = inactive; ? = inconclusive; / = not tested or not shown; & = joins results of further samples; [ ] = remark or other dose. Unless noted, calls follow the shape of the dose curve; as a rule, active = well fitted curve in the direction sought with a large enough effect; inconclusive = small, poorly fitted or top-dose-only effect, or another doubt; inactive = no such curve, though single readings can be large; an effect the other way counts as inactive or inconclusive. A portion of the library; rates above refer to the full screens.

mIDH1 inhibitor	HP1b chromo inh	Pin1 inh	TrxR1 substrate	rTrxR1 inhibitor	PGK inhibitor	PI4K2A block	USP1-UAF1 inh	GLS inh	smiles
0%	/	-6%	1%	27%	-1%	6	-17%	-8%	COCCNC(=O)[C@H]1N2C(=O)c3ccccc3C2SC1(C)C (some centres not stated)
13%	15%	0%	12%[11.4 µM]	13%	-2%	2	-14%	1%	CCOc1c(CNCCSc2nnnn2C)cccc1OC
0%	44%[activator]	6%	7%[57.1 µM]	-6%	9%	1	20%	0%	CCOC(=O)[C@@H]1[C@H]2COc3ccc(Br)cc3[C@@H]2N2C(=O)N(c3ccc(OC)cc3)C(=O)[C@]12C
-1%	11%	2%	1%[57.1 µM]	1%[57.1 µM]	5%	-7	-13%	8%	Cc1cc(C)c2[nH]c(=O)c(C(c3nnnn3Cc3ccc4c(c3)OCO4)N3CCC(C)CC3)cc2c1 (configuration not stated)
30%	8%	-10%	4%[57.1 µM]	-9%[57.1 µM]	3%	4	-6%	-4%	O=C(CCCSc1nc2ccccc2[nH]1)Nc1ccccc1
2%	28%	-9%	5%[11.4 µM]	-41%[57.1 µM]	-1%	-3	-20%	-4%	CC(C)CN1CC(C)C(=O)NC1=S (configuration not stated)
9%	5%	-3%	3%	10%	-2%	0	-5%	3%	O=C(NC1=NCCS1)c1ccc(OCC2CCCO2)cc1 (configuration not stated)
5%	34%	-3%	15%[57.1 µM]	25%[57.1 µM]	8%	3	-14%	-10%	COc1ccc(-n2nc(C(=O)NCC(=O)N3CCN(c4ccccn4)CC3)c3ccccc3c2=O)cc1Cl
/	22%	4%	-4%	-10%	/	/	/	/	Cc1ccccc1NC(=O)NCCCN1CCN(c2ccccc2F)CC1
1%	24%	-5%	-2%	6%	0%	4	-12%	3%	COc1ccc(Cl)cc1S(=O)(=O)N1CCC(C(=O)NCC2CCCO2)CC1 (configuration not stated)
0%	30%	33%[activator]	-10%	?	4%	-4	-21%	1%	C/C(=N\NC(=O)c1nn(C)c(C)c1Br)c1cccc(NC(=O)c2ccc(F)cc2)c1
0%	3%	-2%	-1%	12%	-4%	-8	5%	15%	COc1cc(OC)c(OC)cc1CN(C)CC1CCCN(CCc2ccccc2F)C1 (configuration not stated)
7%&5%	22%&28%	44%[activator]	-4%&-7%	4%&-3%	-1%	13&-1	-32%&-11%	29%&42%	Cc1c(N=C2Nc3cccc4cccc2c34)c(=O)n(-c2ccccc2)n1C
-2%	-5%	-8%	-5%[57.1 µM]	-5%[57.1 µM]	-5%	-5	-2%	3%	O=C(Nc1ccc2c(c1)OCCO2)C1CC(O)CN1C(=O)Nc1ccccc1 (configuration not stated)
/	28%	-2%	9%[57.1 µM]	18%[57.1 µM]	0%	1	/	-1%	CN(C)S(=O)(=O)c1ccc2c(c1)C(=O)c1cc(S(=O)(=O)N(C)C)ccc1CC2
3%	-1%	8%	9%	24%	-13%	1	-11%	-24%	Fc1ccc(N2CCN(C(c3cccs3)c3nnnn3C3CCCC3)CC2)cc1 (configuration not stated)
3%	54%[activator]	-9%	-4%	13%	i	-1	-20%	-7%	COc1ccc(CSc2nnc(C)s2)cc1F
-4%	11%	4%	1%	4%	4%	-3	0%	6%	Cc1ccc(-c2nc3ccccc3c(=O)n2CCN2CCOCC2)cc1
13%	102%[activator]	6%	-15%	13%	-8%	5	?	-14%	CC(C)CCNC(=O)c1onc(CSc2ccc(F)c(F)c2)c1C(=O)NCCC(C)C
3%	45%[activator]	9%	1%[11.4 µM]	-14%[11.4 µM]	-3%	4	-13%	0%	CCCCn1ccnc1C(=O)c1cccc(S(=O)(=O)N2CC(C)CC(C)C2)c1 (configuration not stated)
20%	17%	2%	10%[57.1 µM]	17%[57.1 µM]	-8%	6	-19%	0%	CC1(C)CC(NC(=O)C2CCCCC2)CC(C)(C)N1
7%	13%	1%	-12%	-19%	-9%	-3	-3%	9%	Cc1ccc(NS(=O)(=O)c2ccc(C(=O)NCCCN3CCOCC3)cc2)cc1
5%	29%	5%	2%	16%	-3%	1	-11%	1%	CCN(CC)S(=O)(=O)c1ccc(N2CCOCC2)c(NC(=O)c2ccc(OC)c([N+](=O)[O-])c2)c1
0%	20%	-3%	2%[57.1 µM]	20%[57.1 µM]	-8%	1	1%	0%	COc1ccc(C(=O)CSc2nc3ncccc3[nH]2)cc1OC
4%	7%	8%	6%[57.1 µM]	15%[57.1 µM]	-4%	-2	-16%	7%	CCOC(=O)c1cc(CC)sc1NC(=O)CC1Sc2ccc(C(F)(F)F)cc2NC1=O (configuration not stated)
0%	?	1%	3%[57.1 µM]	13%[57.1 µM]	-11%	5	1%	1%	CCOc1nc(Nc2ccc(OC)c(Cl)c2)nc(N2CCN(c3ccc(OC)cc3)CC2)n1
8%	51%	2%	-11%[57.1 µM]	24%[57.1 µM]	i	-1	-13%	-7%	COc1ccc(-c2c[n+]3c(n2-c2c(C)n(C)n(-c4ccccc4)c2=O)CCCCC3)cc1
1%	24%	-3%	6%	11%	1%	1	2%	7%	CCC(C)(C)NC(=O)C(c1ccc(O)cc1)N(CCOC)C(=O)CCC(=O)Nc1nccs1 (configuration not stated)
-4%	52%[activator]	5%	-9%	-4%	2%	-6	-23%	-5%	O=C(CNS(=O)(=O)c1ccccc1)Nc1cccc([N+](=O)[O-])c1
-2%	32%	5%	-13%	6%[57.1 µM]	i	-1	-12%	-15%	Cc1ccc(C(C)NC(=O)c2cc(C)oc2C)cc1 (configuration not stated)

Reformatted bar-delimited: 2 of the compounds above.
SMILES | mIDH1 inhibitor | HP1b chromo inh | Pin1 inh | TrxR1 substrate | rTrxR1 inhibitor | PGK inhibitor | PI4K2A block | USP1-UAF1 inh | GLS inh
COc1ccc(Cl)cc1S(=O)(=O)N1CCC(C(=O)NCC2CCCO2)CC1 (configuration not stated) | 1% | 24% | -5% | -2% | 6% | 0% | 4 | -12% | 3%
CCN(CC)S(=O)(=O)c1ccc(N2CCOCC2)c(NC(=O)c2ccc(OC)c([N+](=O)[O-])c2)c1 | 5% | 29% | 5% | 2% | 16% | -3% | 1 | -11% | 1%

(continued)
mIDH1 inhibitor	HP1b chromo inh	Pin1 inh	TrxR1 substrate	rTrxR1 inhibitor	PGK inhibitor	PI4K2A block	USP1-UAF1 inh	GLS inh	smiles
3%	30%	0%	1%[57.1 µM]	18%[57.1 µM]	i	6	0%	-1%	COc1ccc(Sc2nc3ccccc3n3c(C(F)(F)F)nnc23)cc1
-17%	50%[activator]	1%	1%	2%	4%	-10	-2%	-5%	CC(=O)c1ccc(NC(=O)c2noc3c2CSc2ccccc2-3)cc1
2%	40%[activator]	-5%	-3%	18%	-7%	-2	-1%	0%	O=C(Cc1ccccc1)N/N=C/c1ccc(S(=O)(=O)O)o1
8%	-20%	3%	10%	7%	-7%	2	-24%	-27%	COC(=O)c1cc2c(ccn2-c2ccc(F)cc2)n1CC(C)C
-6%	22%	-1%	6%	17%	0%	-2	-8%	-3%	Cc1nnc(SCC(=O)N(CCC#N)c2ccc3c(c2)OCCO3)s1
-6%	26%	-1%	-1%[57.1 µM]	5%[57.1 µM]	0%	-1	-8%	7%	Cc1ccc(N(C)S(=O)(=O)c2ccc3c(c2)C(C)(C)C(=O)N3C)cc1C
4%	32%[activator]	-1%	7%	19%	/	0	-8%	0%	CCCCNC(=O)CNC(=O)c1nn(-c2ccc(OC)c(Cl)c2)c(=O)c2ccccc12
-3%	32%	-7%	-3%	7%	-5%	-5	-19%	7%	O=C(NNC(=O)c1ccc[nH]1)c1cc(Cl)cc(Cl)c1
-11%	43%[activator]	-10%	-7%	?	-9%	-5	-8%	0%	COc1ccc(CCNC(=O)C/C(C)=N/NC(=O)c2cnccn2)cc1
-15%	34%	-2%	3%	-3%	2%	0	-3%	8%	OCCC1CN(Cc2ccc3c(c2)CCO3)CCN1Cc1ccc(F)cc1 (configuration not stated)
4%	16%	3%	1%[57.1 µM]	4%[57.1 µM]	i	-6	6%	1%	CCSc1nnc([C@H](Cc2ccccc2)NC(=O)OC(C)(C)C)o1
4%	39%[activator]	0%	-8%	8%	i	2	-22%	-13%	O=C(c1ccc2c(c1)OCCO2)N1CCN(c2ncc(C(F)(F)F)cc2Cl)CC1
2%	23%	4%	-8%	-9%	-4%	8	-8%	10%	Nc1ccc(Sc2nc3ccccc3[nH]2)cc1
18%	?	?	-2%	28µM*	2%	-14	?	?	N#CC1(NC(=O)COC(=O)c2cc(O)c3ccccc3c2O)CCCCC1
4%	44%[activator]	-4%	6%	22%	-6%	-10	-15%	-7%	Cc1ccc(C(=O)CSc2nc(-c3ccccc3)nc3c2CCCC3)c(C)c1
5%	31%	-1%	-5%[57.1 µM]	12%[57.1 µM]	i	1	-11%	-7%	Cc1ccc(C(=O)NCC(=O)N2CCN(S(=O)(=O)c3cccs3)CC2)s1

Screening data (PubChem BioAssay)
